Screening data (PubChem)
Siah-1 displacement = blockers of Siah-1 interaction with plectin peptide – biochemical, fluorescence polarization, rhodamine-plectin, uHTS, primary screen (AID 1817) | Siah-1 / rhodamine-plectin peptide fluorescence polarization; higher % means a stronger effect | hit rate 0.02% among 290,000 | displacement, % at 20 µM, or IC50 in µM where a hit was titrated;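 active = displacement of at least 50% at 20 µM, with a fluorescence ratio check between 0.3 and a set limit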;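 also: plate controls were Siah plus tracer with DMSO for no effect and tracer alone without Siah for full effect; strong numbers were not always called active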
AID2073 = inhibitors of Mint1-CaV2.2 protein interaction, biochemical, HTRF (AID 2073); HTRF protein-protein interaction, Mint1-CaV2.2; higher % means a stronger effect; inhibition, % at 20 µM; hits with a dose series show IC50 in µM; hit rate 0.19% among 290,000; in the data active = inhibition mostly above about 51%, no sharp cut-off; also: some results filed as inactive read as strong as hits
Lipid droplet = hepatic lipid droplet formation modulation. AML12 mouse hepatocytes, oleate lipid droplets, BODIPY imaging. inhibition, % at 6.5 µM. hit rate 0.4% among 240,000;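 active = lipid droplet intensity inhibited by at least 50%, with more than 500 cells counted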
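Material – mouse AML12 hepatocyte cell line, fixed after treatment · Compound dosing – one dose, 6.5 µM compound · Times – compound with oleate, overnight · Measured by – Image-based BODIPY and DAPI two-channel analysis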
CSM14.1 death rescue = protection against thapsigargin-triggered cell killing – 384-well, CSM14.1, ATP luminescence, primary screen (AID 1222) | cellular ATP content (survival), % at 20 µM, or EC50 in µM where a hit was titrated | CSM14.1 thapsigargin-induced death rescue, ATP luminescence; higher % means a stronger effect | 190,000 tested, under 10 active;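 active = EC50 below 50 µM in the dose-response confirmation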;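 also: death triggered by thapsigargin at about 15 µM added after 2 h compound pretreatment; cell ATP read after overnight thapsigargin exposure of roughly 18 to 22 hours; normalized against plate controls of thapsigargin alone and 5% DMSO vehicle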
LYP phosphatase = inhibitors of LYP phosphatase, biochemical, fluorescence intensity, uHTS (AID 1779); hit rate 0.054% among 290,000; inhibition, % at 11.5 µM, or IC50 in µM where a hit was titrated; recombinant LYP phosphatase, fluorescence intensity; higher % means a stronger effect;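 also: plate controls were vehicle with enzyme for no effect and no enzyme for full effect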
NOD2 inhibition = inhibition of NOD2-driven NF-kB reporter – cell-based, luminescence, uHTS, HEK293 (AID 1566); one-dose inhibition, % at 4 µM; EC50 in µM for titrated hits; HEK293 NOD2/NF-kB luciferase reporter, luminescence; higher % means a stronger effect; hit rate 0.63% among 290,000; also: many of its hits are not listed in these tables
M1AAP inhibition = P. falciparum M1AAP inhibitors, biochemical, fluorogenic H-Leu-NHMec substrate, 1536-well (AID 1445). hit rate 0.42% among 220,000. recombinant M1AAP, H-Leu-NHMec fluorogenic kinetic assay; higher % means a stronger effect. inhibition, % at 30 µM, or IC50 in µM where a hit was titrated;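 active = primary inhibition above the hit cutoff, then over 50% inhibition at one or more dose response concentrations, cut at about 23% in these data, passing the limit was not always enough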;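 also: plate controls were DMSO full reaction for no effect and no enzyme background for full effect; strong numbers were not always called active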
XIAP displacement = XIAP antagonists, biochemical, IAP family, fluorescence polarization (AID 1018); XIAP BIR domain, fluorescence polarization peptide displacement; higher % means a stronger effect; one-dose displacement, % at 20 µM; IC50 in µM for titrated hits; hit rate 0.007% among 200,000; in the data active = displacement above about 50%; also: a part of the inactive calls stands beside numbers as strong as those of hits
M17LAP inhibition = P. falciparum M17LAP inhibitors, primary screen, biochemical, fluorogenic H-Leu-NHMec substrate, 1536-well (AID 1619); recombinant M17LAP, H-Leu-NHMec fluorogenic kinetic assay; higher % means a stronger effect; hit rate 0.38% among 220,000; inhibition, % at 30 µM, or IC50 in µM where a hit was titrated;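 active = compound inhibiting the enzyme by more than half at any dose during confirmatory dose-response retesting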;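 also: plate controls were full reaction with DMSO carrier for no effect and no enzyme background for full effect; strong numbers were not always called active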
Lipid droplet cells 6.5 µM = second read-out of Lipid droplet, no call of its own (marks repeat the call); cell count; measured here: cell count, cytotoxicity flag;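 cells counted across two imaged fields per well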
The depositor's hits bear a star; nt = no result given; & = joins results of further samples. Rule as the data show it, unless noted: active = inhibition above about 50%; inactive = the rest. The list is partial; count on the stated rates, not on these rows.

Compound	LYP phosphatase	Siah-1 displacement	CSM14.1 death rescue	Lipid droplet	NOD2 inhibition	M1AAP inhibition	XIAP displacement	M17LAP inhibition	AID2073	Lipid droplet cells 6.5 µM
O=C(NC(=S)Nc1ccc2c(c1)OCO2)c1ccc(Cl)cc1	-2%	2%	-1.8%	-5	13%	14%	-3.1%	23%	-10%	742
OC(COc1ccc(-c2ccccc2)cc1)CN1CCOCC1 (stereo not drawn)	-8%	17%	0.3%	9	9%	8%	-6.4%	-4%	-11%	662
O=C(Nc1cccc2nsnc12)c1cccs1	-6%&-5%	0%&-5%	-1.4%&3.3%	-3	-50%&17%	8%&8%	-2.7%&-5.2%	-5%&12%	6%&39%	725
Cc1cc(C)n2nc(CC(=O)NNC(=O)COc3ccccc3)nc2n1	-8%	-3%	nt	-1	1%	nt	nt	nt	-1%	766
COc1ccc(-n2ccnc2SCC(=O)NCc2ccccc2)c(OC)c1	-6%	8%	6.7%	5	16%	1%	-3.2%	-6%	-7%	689
CC(NC(=O)CN1CCN(c2cccc(Cl)c2)CC1)c1ccccc1 (stereo not drawn)	-6%	-2%	nt	11	-13%	nt	nt	nt	6%	825
COc1ccc(-c2cc(C(=O)N3CCCC3)no2)cc1OC	-6%	-2%	nt	-2	-19%	nt	nt	nt	12%	753
COc1cc([N+](=O)[O-])ccc1NC(=O)NNC(=O)c1sccc1C	-8%	0%	nt	5	12%	nt	nt	nt	-4%	818
CC(=O)C(Sc1nc(N2CCOCC2)nc(N2CCOCC2)n1)C(=O)Nc1ccccc1 (stereo not drawn)	-7%	3%	-0.4%	6	10%	7%	-0.1%	3%	-65%	788
COCc1nnc(NC(=O)c2ccc3c(c2)OCO3)s1	3%	-2%	-1.6%	3	-62%	16%	-9.2%	14%	-7%	628
CCN(CC)C(=O)CSc1nnnn1-c1ccc(F)c(Cl)c1	-6%	-4%	-1.2%	-3	17%	3%	-1.7%	-1%	-4%	663
Cc1ccc(Nc2c(-c3ccc(N4CCOCC4)cc3)nc3cnccn23)cc1	-1%	14%	nt	1	17%	10%	nt	-36%	5%	677
COc1cc(Cl)c(CN2CCCC(CO)(Cc3ccccc3F)C2)cc1OC (stereo not drawn)	-7%	3%	nt	0	28%	nt	nt	nt	6%	825
CN(C)S(=O)(=O)N1CCN(c2ccc([N+](=O)[O-])c(N3CCOCC3)c2)CC1	-5%	1%	2.3%	8	3%	5%	-4.5%	4%	-4%	650
CCCNC(=O)CSc1nc2[nH]ncc2c(=O)[nH]1	-6%	-6%	nt	0	-5%	2%	-4.7%	3%	2%	686
COc1ccc(NC(=S)NC(=O)/C=C/c2cccs2)cc1	1%	6%	-1.0%	-1	6%	11%	-2.7%	-1%	0%	693
CCOc1cccc(C2C(C#N)=C(N)Oc3cc(C)n(Cc4ccccn4)c(=O)c32)c1OCC (stereo not drawn)	-5%	5%	-0.2%	nt	0%	4%	-2.1%	7%	8%	nt
CSc1nccc(Nc2ccccc2)c1C#N	-6%	0%	-2.0%	nt	-6%	4%	-4.8%	2%	13%	nt
Cc1ccc(S(=O)(=O)NCc2nnc(SCC(=O)Nc3cccc(C)c3C)n2C)cc1	-7%	2%	-2.0%	-12	15%	-2%	-5.3%	49%	-1%	714
c1ccc(CSCc2cn3ccsc3n2)cc1	-3%	1%	-1.1%	15	-56%	6%	0.1%	2%	-16%	686
O=C(c1c[nH]c(C(=O)C(Cl)(Cl)Cl)c1)c1ccc(F)cc1Cl	-6%	0%	-2.7%	7	-3%	5%	1.1%	5%	13%	683
CCC(=O)N/N=C(\C)CC(=O)Nc1ccccc1-c1ccccc1	-5%	-2%	0.1%	4	8%	3%	-8.6%	-10%	4%	764
COc1ccc(-c2oc(=O)n(C)c2-c2ccc(OC)cc2)cc1	-4%	-3%	nt	-1	3%	nt	nt	nt	4%	847
COc1cc2c(cc1OC)C(c1ccc(-c3ccc(Cl)cc3Cl)o1)=NCC2	0%	5%	0.5%	nt	28%	16%	-4.1%	-3%	2%	nt
Cc1nnc(N2C(=O)C(=O)/C(=C(/O)c3ccc4c(c3)OCCO4)C2c2ccc(F)cc2)s1 (stereo not drawn)	-8%	4%	nt	3	-2%	nt	nt	nt	-1%	758
O=C(Cn1cnc([N+](=O)[O-])n1)NCCc1ccccc1	-9%	1%	-1.7%	5	-4%	12%	-5.7%	2%	-12%	706
NNC(=O)c1csc(-c2ccc(C(F)(F)F)cc2Cl)n1	0%	-4%	nt	20	-2%	11%	nt	17%	-8%	718
O=C(c1cc2cc(Br)ccc2oc1=O)N1CCN(c2ccccn2)CC1	3%	4%	-1.7%	-12	-15%	4%	-8.2%	1%	4%	657
O=C1CCCN1CCCNC(=S)Nc1ccc(F)cc1	6%	14%	2.1%	2	6%	2%	-19%	6%	-11%	727
COC(=O)C1CCN(CC(=O)Nc2sc3c(c2C#N)CCC3)CC1	6%	-1%	7.9%	nt	-15%	14%	-1.7%	3%	22%	nt
Cc1cc(C)c(N2C(=O)C3C4CC(=O)C(c5ccccc54)C3C2=O)c(C)c1 (stereo not drawn)	-7%	2%	nt	-1	0%	4%	nt	-4%	13%	679
O=C(c1ccccc1)N1CC(COc2ccccc2)OC(c2ccco2)O1 (stereo not drawn)	-2%	2%	5.2%	nt	12%	2%	-0.8%	1%	-4%	nt
COc1ccc(CNC(=S)Nc2ccc3nc(N4CCOCC4)cc(C)c3c2)cc1	0%	-8%	-1.2%	10	9%	6%	-2.4%	5%	3%	700
O=C(Cn1c(NCCO)nc2ccccc21)NCC1CCCO1 (stereo not drawn)	-2%	-2%	nt	7	-7%	3%	-7.8%	-7%	12%	699
Cc1ccc(S(=O)(=O)N[C@H](C(=O)N2CCC(C(=O)N3CCC[C@H]3C(=O)O)CC2)C(C)C)cc1	-7%	0%	-1.7%	nt	10%	-3%	0.3%	0%	2%	nt
Fc1ccc2c(c1)C(c1ccncc1)=NNC(c1ccc(Cl)cc1)=N2	2%	1%	2.1%	nt	-2%	5%	-4.8%	10%	6%	nt
Cc1cc(C(=O)OCC(=O)NCCc2ccccc2)c(C)o1	-8%	-1%	0.1%	nt	1%	12%	-0.7%	6%	-3%	nt
CCN(CC)S(=O)(=O)c1cccc(-c2nnc(SCC(=O)NC3CCCC3)n2N)c1	-5%	-4%	-0.1%	-8	9%	0%	-2.8%	-1%	16%	758
Cc1nc(NC(=O)C23CCC(C)(C(=O)O2)C3(C)C)sc1C (stereo not drawn)	0%	-1%	-1.4%	16	-4%	6%	-2.6%	10%	1%	673
CC(=O)Nc1nnc(SCc2ccccc2F)s1	-2%	-5%	6.5%	-27	3%	1%	-2.3%	-2%	1%	749
O=C(Nc1ccc2c(c1)OCCO2)c1cccc(S(=O)(=O)N2CCOCC2)c1	-8%	3%	0.8%	nt	-21%	4%	-2.2%	-3%	5%	nt
CCOc1ccc(CCNC(=O)Cn2cccc2C(=O)c2ccccc2C)cc1OCC	5%	8%	0.3%	101*	7%	5%	-4.8%	-12%	6%	626*
COC(=O)c1ccc(C)c(NC(=O)CN2C(=O)c3ccccc3S2(=O)=O)c1	-4%	4%	-1.1%	15	3%	-3%	-7.8%	10µM*	8%	767
Cc1ccc(C(=O)CC2(O)C(=O)Nc3ccccc32)s1 (stereo not drawn)	-8%	-2%	-0.5%	nt	-8%	-4%	-1.1%	5%	3%	nt
O=C(CSc1nc2ccccc2c(=O)n1CC1CCCCC1)N1CCOCC1	-5%	5%	4.0%	nt	15%	4%	-3.6%	-4%	-5%	nt
CC1(C)C(=O)Nc2ccccc2N1C(=O)c1ccc([N+](=O)[O-])cc1	-4%	-2%	nt	3	12%	nt	nt	nt	5%	790
CCOc1ncccc1C(=O)N1CCN(Cc2ccc3c(c2)OCO3)CC1	-5%	0%	-0.2%	-4	5%	9%	-5.4%	5%	-4%	767
CCOCCCNC(=O)c1oc2ccc3c(c2c1C)C(O)CC(C)(C)O3 (stereo not drawn)	-10%	6%	nt	6	10%	nt	nt	nt	7%	784
O=C(Nc1ccccc1)Oc1ccc[nH]c1=O	-8%	0%	nt	30	-32%	3%	nt	11%	1%	725
Cc1cc(OCC(=O)N(C)Cc2ccccc2)ccc1Cl	-8%	13%	nt	-2	-26%	nt	nt	nt	9%	824
COC(=O)N/N=C/c1cccc([N+](=O)[O-])c1	-6%	5%	nt	9	16%	3%	nt	3%	12%	805
c1ccc2c(c1)NCC1CCCN21 (stereo not drawn)	1%	-4%	nt	23	5%	nt	nt	nt	-10%	803
CCOc1ccccc1CN1CCNC(=O)C1CC(=O)N(C)C1CCOCC1 (stereo not drawn)	-12%	5%	nt	1	-10%	nt	nt	nt	6%	706
Cc1ccc(S(=O)(=O)NCCN2CCOCC2)cc1	-7%	7%	-0.9%	-1	5%	7%	-4.3%	-8%	-3%	745
O/N=C/c1cc(Cl)ccc1OCc1ccccc1Cl	-3%	5%	-1.2%	nt	12%	-3%	-2.7%	0%	14%	nt
Cc1cc(C(C)(C)C)oc1C(=O)N1CCN(C(=O)c2oc(C(C)(C)C)cc2C)CC1	-2%	0%	2.2%	-7	6%	3%	-4.2%	10%	10%	771

Full records, quoted from the list. Order of screens: LYP phosphatase | Siah-1 displacement | CSM14.1 death rescue | Lipid droplet | NOD2 inhibition | M1AAP inhibition | XIAP displacement | M17LAP inhibition | AID2073 | Lipid droplet cells 6.5 µM
Cc1nc(NC(=O)C23CCC(C)(C(=O)O2)C3(C)C)sc1C (stereo not drawn) as listed: 0% | -1% | -1.4% | 16 | -4% | 6% | -2.6% | 10% | 1% | 673
CCOc1cccc(C2C(C#N)=C(N)Oc3cc(C)n(Cc4ccccn4)c(=O)c32)c1OCC (stereo not drawn) as listed: -5% | 5% | -0.2% | nt | 0% | 4% | -2.1% | 7% | 8% | nt
COc1cc([N+](=O)[O-])ccc1NC(=O)NNC(=O)c1sccc1C as listed: -8% | 0% | nt | 5 | 12% | nt | nt | nt | -4% | 818
CC(=O)Nc1nnc(SCc2ccccc2F)s1 as listed: -2% | -5% | 6.5% | -27 | 3% | 1% | -2.3% | -2% | 1% | 749
